OX1R antag = antagonists of human orexin 1 receptor (OX1R); O43613; OX1R-expressing cells, FRET antagonist read-out; inhibition, % at 6.6 µM; 330,000 tested, 1.8% active; AID 485270; in the data active means inhibition mostly above about 38%, no sharp cut-off; inactive means mostly below about 40%;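 further: 0% = agonist challenge alone and 100% = reference antagonist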
Target sequence (O43613 whole entry, looked up): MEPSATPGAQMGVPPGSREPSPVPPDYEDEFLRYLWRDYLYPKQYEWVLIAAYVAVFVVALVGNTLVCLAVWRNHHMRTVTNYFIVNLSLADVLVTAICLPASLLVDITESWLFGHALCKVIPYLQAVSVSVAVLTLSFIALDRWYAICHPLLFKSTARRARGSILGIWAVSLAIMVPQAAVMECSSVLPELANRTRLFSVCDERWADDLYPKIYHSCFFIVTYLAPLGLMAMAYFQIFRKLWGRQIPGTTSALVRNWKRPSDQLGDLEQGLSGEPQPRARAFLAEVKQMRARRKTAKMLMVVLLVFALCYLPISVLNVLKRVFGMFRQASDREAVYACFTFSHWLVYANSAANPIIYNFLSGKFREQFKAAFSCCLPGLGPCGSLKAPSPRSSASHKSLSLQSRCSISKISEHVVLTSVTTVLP
STK33 inh = blocks human STK33 kinase activity; Q9BYT3; purified STK33, MBP phosphorylation, ADP-Glo luminescence; inhibition, % at 10 µM; 320,000 tested, 0.073% active; AID 2661;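 active means inhibition at or above 25%, using the most active replicate where run in duplicate; inactive means inhibition below 25%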
Target sequence (Q9BYT3 whole entry, looked up): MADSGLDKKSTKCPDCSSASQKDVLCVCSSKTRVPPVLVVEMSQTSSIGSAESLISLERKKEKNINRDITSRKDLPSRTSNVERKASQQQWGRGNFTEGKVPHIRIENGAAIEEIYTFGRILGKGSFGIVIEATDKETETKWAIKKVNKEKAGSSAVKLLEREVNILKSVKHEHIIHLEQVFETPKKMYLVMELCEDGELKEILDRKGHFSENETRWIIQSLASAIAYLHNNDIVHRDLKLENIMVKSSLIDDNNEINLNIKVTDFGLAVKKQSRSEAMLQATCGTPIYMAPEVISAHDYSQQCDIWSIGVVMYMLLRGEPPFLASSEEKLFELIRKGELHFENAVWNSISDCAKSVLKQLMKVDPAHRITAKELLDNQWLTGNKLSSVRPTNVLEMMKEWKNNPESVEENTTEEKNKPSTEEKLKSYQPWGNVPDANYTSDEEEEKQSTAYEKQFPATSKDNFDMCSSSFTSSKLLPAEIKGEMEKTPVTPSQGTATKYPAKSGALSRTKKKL
Starred values were filed as active, the others as inactive.

The opening 5 entries, ahead of the listing:
For O=C(NCC(=O)N(Cc1cccs1)C(C(=O)NC1CCCCC1)c1ccncc1)c1ccco1 (stereo not drawn) the results were OX1R antag 4 and STK33 inh -0.1.
Screening COc1ccccc1NC(=S)N1CCN(c2nc(-c3ccccc3)cs2)CC1 returned OX1R antag 34 and STK33 inh 0.1.
Screening c1ccc(CSc2nnc3ccc(-c4ccco4)nn23)nc1 returned OX1R antag 28 and STK33 inh 2.6.
`CC1CCCCC1NC(=O)C1CCN(S(=O)(=O)c2cccc3nsnc23)CC1` (stereo not drawn) gave OX1R antag 27 and STK33 inh -2.6.
O=C(CN(Cc1ccccc1)C1=NCCS1)c1ccccc1 was read as OX1R antag 14.

The whole of this part, repeating the preview:
For O=C(NCC(=O)N(Cc1cccs1)C(C(=O)NC1CCCCC1)c1ccncc1)c1ccco1 (stereo not drawn) the results were OX1R antag 4 and STK33 inh -0.1.
Screening COc1ccccc1NC(=S)N1CCN(c2nc(-c3ccccc3)cs2)CC1 returned OX1R antag 34 and STK33 inh 0.1.
Screening c1ccc(CSc2nnc3ccc(-c4ccco4)nn23)nc1 returned OX1R antag 28 and STK33 inh 2.6.
`CC1CCCCC1NC(=O)C1CCN(S(=O)(=O)c2cccc3nsnc23)CC1` (stereo not drawn) gave OX1R antag 27 and STK33 inh -2.6.
O=C(CN(Cc1ccccc1)C1=NCCS1)c1ccccc1 was read as OX1R antag 14.
For CCOc1ccccc1NC(=O)CNC(=O)N1CC(=O)Nc2ccccc21 the results were OX1R antag 13 and STK33 inh -0.2.
Screening CCCc1nc2c(nnn2Cc2ccccc2F)c(=O)[nH]1 returned OX1R antag 2 and STK33 inh -0.3.
Cc1ccc(-c2nc(C#N)c(N3CCC(C)CC3)o2)cc1 was read as OX1R antag 4 and STK33 inh -2.2.
Screening OC(CNCc1cccnc1)COc1ccc2ccccc2c1 (stereo not drawn) returned STK33 inh 0.0.
Screening Cc1ccc(-n2nnnc2-c2cnc(-c3cccnc3)nc2C(F)(F)F)cc1 returned OX1R antag 40 and STK33 inh -2.2.
Screening C#C[C@]1(O)CCC2C3CCC4=Cc5oncc5CC4(C)C3CCC21C (stereo partly drawn) returned OX1R antag 26 and STK33 inh -1.4.
`O=C(O)CCC(=O)CCC(=O)c1ccc(Cl)cc1` gave OX1R antag 16 and STK33 inh 0.6.
For Cc1ccc(/C=C/C(=O)NCc2ccc3c(c2)OCO3)o1 the results were OX1R antag 18 and STK33 inh -0.1.
For CCOc1ccc(OCC)c(NC(=O)CSc2nnnn2CC)c1 the results were OX1R antag 13 and STK33 inh -1.0.
For C[C@H](CO)N1C[C@H](C)[C@@H](CN(C)S(=O)(=O)c2ccc(F)cc2)Oc2ccc(NC(=O)Cc3ccccc3)cc2C1=O the results were OX1R antag 5 and STK33 inh 1.0.
For Cc1ccc(S(=O)(=O)C(CNC(=O)C(C)C)c2cccs2)cc1 (stereo not drawn) the results were OX1R antag 21 and STK33 inh 0.8.
Screening Cc1ccc(Nc2nc(Cl)c(C=O)s2)cc1 returned OX1R antag 23 and STK33 inh -1.7.
For O=C(CSC1CS(=O)(=O)c2cc([N+](=O)[O-])ccc21)NNC(=O)c1ccccc1 (stereo not drawn) the results were OX1R antag 26 and STK33 inh -2.4.
For CCCN(C(=O)Cc1ccc(S(=O)(=O)N2CCOCC2)s1)c1c(N)n(Cc2ccccc2)c(=O)[nH]c1=O the results were OX1R antag 10 and STK33 inh 0.1.
Screening COc1cc2sc(-c3ccc(S(C)(=O)=O)cc3)c(C(=O)NCCCCO)c2cc1OC returned OX1R antag 5 and STK33 inh 0.3.
For CCc1ccc(NC(=O)C(=O)NCC(O)c2ccccc2)cc1 (stereo not drawn) the results were OX1R antag 8 and STK33 inh -0.2.
CCOC(=O)c1oc2ccccc2c1COC(=O)C(C)NC(=O)c1ccco1 (stereo not drawn) was read as OX1R antag 4 and STK33 inh -1.0.
Screening COc1ccccc1CNC(=O)COn1nnc2ccc(S(=O)(=O)N3CCOCC3)cc21 returned OX1R antag 8.
O=C(CNCc1ccccc1)Nc1ccc(Cl)cc1 was read as OX1R antag 2 and STK33 inh 0.1.
Screening COc1ccc(OCC(=O)N2CCN(C(=O)c3ccc([N+](=O)[O-])cc3)CC2)cc1 returned OX1R antag 44 and STK33 inh -1.8.
CCOc1ccc2nc(C)cc(Nc3ccc(N4CCOCC4)cc3)c2c1 was read as OX1R antag 25 and STK33 inh -0.3.
`O=C(Nc1nccs1)c1ccc(-c2cccc([N+](=O)[O-])c2)o1` gave OX1R antag 29 and STK33 inh -0.1.
For Cn1c(SCC(=O)Nc2ccc(C(=O)O)cc2)nc2scc(-c3ccccc3Cl)c2c1=O the results were OX1R antag 10 and STK33 inh -1.4.
CCCOc1ccc(Cc2c(O)nc(N)[nH]c2=O)cc1C was read as OX1R antag 0 and STK33 inh 1.2.
`COc1ccc(C(=O)NC2CCN(CC(=O)N3CCCCC3)CC2)cc1` gave OX1R antag 19 and STK33 inh -0.5.
CC(=O)NCCC(=O)N1CCCC(N(C)CCc2ccccc2)C1 (stereo not drawn) was read as OX1R antag 19 and STK33 inh -1.9.
`N/C(=N\OC(=O)CSc1ccccc1)c1ccccn1` gave OX1R antag 6 and STK33 inh -3.1.
Screening CCCCOc1ccc(NC2=NC3(CCCCC3)N=C(N)N2)cc1 returned OX1R antag 8 and STK33 inh 0.1.
For CCOC(=O)C1CCN(C(=O)CCc2c(C)nc3cc(-c4ccccc4)nn3c2C)CC1 the results were OX1R antag 14 and STK33 inh 1.2.
Cc1ccc(N2CC(C(N)=O)CC2=O)cc1C (stereo not drawn) was read as OX1R antag 13 and STK33 inh -1.5.
For O=C(Cn1ncc2c([nH]c3ccccc32)c1=O)N1CCN(c2ccccn2)CC1 the results were OX1R antag 11 and STK33 inh -1.3.
`CC[C@@]12C(=O)N(c3cccc(F)c3)C(=O)N1[C@H](c1ccc(OC)cc1)[C@@H]1C(=O)N(C(C)(C)C)C(=O)[C@@H]12` gave OX1R antag 6 and STK33 inh 0.5.
CCOC(=O)CNc1nc(OCC#N)nc(N2CCOCC2)n1 was read as OX1R antag 7 and STK33 inh -1.2.
For Cc1cc(O)c(C=O)c2c1C(=O)Oc1c(CO)c(O)c3c(c1O2)C(O)OC3=O (stereo not drawn) the results were OX1R antag 4 and STK33 inh 57*.
CCCC(C)NC(=O)c1cc(Cl)ccc1OC (stereo not drawn) was read as OX1R antag 11 and STK33 inh -0.7.
CCCNC(=O)c1ccccc1NC(=O)c1cccc(-n2cnnn2)c1 was read as OX1R antag 4 and STK33 inh -0.3.
Screening OCCN(CCO)CC(O)CN(c1ccccc1)c1ccccc1 (stereo not drawn) returned OX1R antag 3 and STK33 inh -0.4.
For CCOc1ccc(NC(=O)c2oc3ccccc3c2NC(=O)CC)cc1 the results were OX1R antag 26 and STK33 inh -0.1.
`O=C(Nc1nccs1)c1ccc(Br)c(S(=O)(=O)N2CCCC2)c1` gave OX1R antag 15 and STK33 inh 0.2.
For O=C(Cn1c(=S)[nH]c2ccccc2c1=O)NCCc1ccccc1 the results were OX1R antag 3 and STK33 inh -2.3.
`COc1ccc(CC(=O)NCc2n[nH]c(=S)n2-c2ccc(F)cc2)cc1` gave OX1R antag 3 and STK33 inh 0.0.
For Cc1nn(-c2ccccc2)c(C)c1C(=O)NCc1ccc(F)cc1 the results were OX1R antag 13 and STK33 inh -1.7.
Screening CC(=N\NC(=O)c1cc(Br)ccc1O)/C(=N/O)C(=O)Nc1ccccc1 returned OX1R antag 37 and STK33 inh -0.5.
`COc1ccc(Nc2nc(N)c([N+](=O)[O-])c(NCc3ccccc3)n2)cc1` gave OX1R antag 22 and STK33 inh -0.2.
Screening Cc1nc2nc[nH]n2c(=O)c1NS(=O)(=O)c1ccc(C(C)(C)C)cc1 returned OX1R antag 18 and STK33 inh -0.1.
Screening Cc1nc(C)c(C(=O)N/N=C/c2c[nH]c3ccccc23)s1 returned OX1R antag 7 and STK33 inh -3.5.
`O=C(O)c1ccc(NC(=S)NC(=O)c2cccc(COc3ccccc3)c2)cc1` gave OX1R antag 51 and STK33 inh 0.7.
`Cc1ccc2nc(N(CCCN(C)C)C(=O)c3ccc(S(=O)(=O)N4CCCCCC4)cc3)sc2c1` gave OX1R antag 1 and STK33 inh 0.0.
For Cc1[nH]nc2c1C(c1ccc(F)cc1)C1=C(CC(C)(C)CC1=O)N2 (stereo not drawn) the results were OX1R antag 9.
CC(C(=O)N1CCc2ccccc21)N(C)CC(=O)Nc1ccccc1Cl (stereo not drawn) was read as OX1R antag 6 and STK33 inh -1.2.
Cn1cccc2[nH]c(=O)nc1-2 was read as OX1R antag 25 and STK33 inh -1.0.
CCOC(=O)c1c(NC(=O)COC(=O)Cc2c[nH]c3ccccc23)sc(C(=O)N(C)C)c1C was read as OX1R antag 8 and STK33 inh 0.4.
For CC(C)(C)CC(=O)NC(=S)NCCc1ccccc1 the results were OX1R antag 7 and STK33 inh 0.3.
Screening Cc1c(/C=N\NC(=O)c2csc3ccccc23)cnn1C returned OX1R antag 15 and STK33 inh -0.2.
Screening CCCn1c(=NC(=O)c2ccco2)c(C(=O)OCC)cc2c(=O)n3ccccc3nc21 returned OX1R antag 32* and STK33 inh -1.5.
`COc1ccc(C(=O)OC(C)C(=O)NC2CCCc3ccccc32)cc1OC` (stereo not drawn) gave OX1R antag 7.
`CCOc1cc(C(=O)OCC(=O)c2c[nH]c3ccccc23)ccc1OCC(=O)N1CCOCC1` gave OX1R antag 5 and STK33 inh 0.5.
Screening CCc1cn([C@H]2C[C@H](O)[C@@H](CO)O2)c(=O)[nH]c1=O returned OX1R antag 19 and STK33 inh -0.6.
CCn1cc(C(=O)N[C@H](C(=O)NCCCO)C(C)C)c(=O)c2cc3c(cc21)OCO3 was read as OX1R antag 7 and STK33 inh -0.3.
`O=C(CSc1nccc(=O)[nH]1)Nc1cccc(S(=O)(=O)N2CCOCC2)c1` gave OX1R antag 14 and STK33 inh -0.5.
CCOC(=O)CCNC(=O)Nc1ccc2nc(C)n(Cc3cccc(Cl)c3)c(=O)c2c1 was read as OX1R antag 19 and STK33 inh 0.0.
`Cc1nc2ccccc2c(=O)n1/N=C/c1c(O)ccc2oc3c(c12)CCCC3` gave OX1R antag 19 and STK33 inh -0.7.
`Clc1ccc2[nH]c3c(NCCCN4CCOCC4)ncnc3c2c1` gave OX1R antag 9 and STK33 inh 4.9.
c1ccc(-n2ncc3c2ncn2nc(CSc4nc5ccccc5s4)nc32)cc1 was read as OX1R antag 17 and STK33 inh -1.8.
Clc1cccc(N/N=C/c2ccc(N3CCOCC3)cc2)c1 was read as OX1R antag 15 and STK33 inh 0.2.
Screening CC(C)(C)NC(=O)CN(C(=O)C1(C)CC(=O)N=C2C=CC=CN21)C1CCCC1 (stereo not drawn) returned OX1R antag 0 and STK33 inh -1.1.
c1cnc(N2CC[N+]3(CCCC3)CC2)nc1 was read as OX1R antag 8 and STK33 inh -2.1.
For COc1ccc(C(=O)NNC2=NCCCCC2)cc1 the results were OX1R antag 16 and STK33 inh 0.1.
Screening O=C(Nc1ccccc1C(=O)NCCCn1ccnc1)c1ccccc1 returned OX1R antag 6 and STK33 inh 2.4.
Screening CCC(C)C(=O)Nc1nccs1 (stereo not drawn) returned OX1R antag 11 and STK33 inh 1.8.

A draw from above in order of molecular weight, falling:
CCn1cc(C(=O)N[C@H](C(=O)NCCCO)C(C)C)c(=O)c2cc3c(cc21)OCO3 was read as OX1R antag 7 and STK33 inh -0.3.
`Clc1ccc2[nH]c3c(NCCCN4CCOCC4)ncnc3c2c1` gave OX1R antag 9 and STK33 inh 4.9.
Clc1cccc(N/N=C/c2ccc(N3CCOCC3)cc2)c1 was read as OX1R antag 15 and STK33 inh 0.2.
For COc1ccc(C(=O)NNC2=NCCCCC2)cc1 the results were OX1R antag 16 and STK33 inh 0.1.
c1cnc(N2CC[N+]3(CCCC3)CC2)nc1 was read as OX1R antag 8 and STK33 inh -2.1.
Screening CCC(C)C(=O)Nc1nccs1 (stereo not drawn) returned OX1R antag 11 and STK33 inh 1.8.

Additional records.
Screening Cc1cccc(-n2nc([N+](=O)[O-])c(=NCc3cccnc3)n2O)c1 returned OX1R antag 37 and STK33 inh -0.9.
For CCCCc1nc(Cl)c(CO)n1Cc1ccc(-c2ccccc2-c2nn[nH]n2)cc1 the results were OX1R antag 17 and STK33 inh -3.5.
`CCN(CC(=O)Nc1ccccc1C(=O)OC)S(=O)(=O)c1ccc(OC)cc1` gave OX1R antag 25 and STK33 inh 1.4.
Screening CC(=O)Nc1cccc(-c2nnc(SCC(=O)n3c4c(c5ccccc53)CCCC4)n2C)c1 returned OX1R antag 29 and STK33 inh 0.1.
`O=C(O)C(CCCCN1C(=O)c2ccccc2C1=O)N1C(=O)c2ccccc2C1=O` (stereo not drawn) gave OX1R antag 12 and STK33 inh -0.3.
`COc1ncnc(OC)c1S(=O)(=O)Nc1ccc(C(F)(F)F)cc1` gave OX1R antag 10 and STK33 inh -0.7.
For Cc1ccccc1/C=N/N1C(=O)CSC1=S the results were OX1R antag 1 and STK33 inh 0.0.
`COCCNC(=O)c1cccc(NS(=O)(=O)c2cccc3cccnc23)c1` gave OX1R antag 10 and STK33 inh -3.5.
For CC(C)n1cnc2c(N(C)c3cccc(Cl)c3)nc(N(CCO)CCO)nc21 the results were OX1R antag 21 and STK33 inh 0.4.
`O=C(COC(=O)c1cccs1)Nc1cccc(S(=O)(=O)NC2=NCCCCC2)c1` gave OX1R antag 4 and STK33 inh -0.4.

Two compounds picked at random from those above:
For Cc1ccccc1/C=N/N1C(=O)CSC1=S the results were OX1R antag 1 and STK33 inh 0.0.
`O=C(O)C(CCCCN1C(=O)c2ccccc2C1=O)N1C(=O)c2ccccc2C1=O` (stereo not drawn) gave OX1R antag 12 and STK33 inh -0.3.

Source: PubChem
